Bioassay records deposited in PubChem by Broad Institute.
Rtt109 Vps75 = blocks Candida albicans Rtt109/Vps75 acetyltransferase activity | Q5AAJ8 | purified Rtt109/Vps75, ThioGlo CoA-SH fluorescence, 4 h | inhibition, % at 34.9 µM | actives 0.16% (n = 330,000) | AID 540336;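 active = inhibition of at least 50% in every replicate; inconclusive = best replicate reaches 50% inhibition but some replicates fall short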
SR-BI DiI inh = inhibitors of mouse SR-BI mediated HDL lipid uptake; AID 488896; actives 0.96% (n = 320,000); inhibition, % at 12.5 µM; ldlA[mSR-BI] CHO cells, DiI-HDL uptake fluorescence, 3 h;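 active = mean replicate inhibition of at least 70% and a set share of replicates each scoring 70 or more; inconclusive = meets just one of the two criteria; inactive = fails both criteria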;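 also: 0% = median of neutral control wells and 100% = median of positive control wells; values of inactives mirror those of a sister screen read the other way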
Target sequence (Q61009 whole entry, looked up): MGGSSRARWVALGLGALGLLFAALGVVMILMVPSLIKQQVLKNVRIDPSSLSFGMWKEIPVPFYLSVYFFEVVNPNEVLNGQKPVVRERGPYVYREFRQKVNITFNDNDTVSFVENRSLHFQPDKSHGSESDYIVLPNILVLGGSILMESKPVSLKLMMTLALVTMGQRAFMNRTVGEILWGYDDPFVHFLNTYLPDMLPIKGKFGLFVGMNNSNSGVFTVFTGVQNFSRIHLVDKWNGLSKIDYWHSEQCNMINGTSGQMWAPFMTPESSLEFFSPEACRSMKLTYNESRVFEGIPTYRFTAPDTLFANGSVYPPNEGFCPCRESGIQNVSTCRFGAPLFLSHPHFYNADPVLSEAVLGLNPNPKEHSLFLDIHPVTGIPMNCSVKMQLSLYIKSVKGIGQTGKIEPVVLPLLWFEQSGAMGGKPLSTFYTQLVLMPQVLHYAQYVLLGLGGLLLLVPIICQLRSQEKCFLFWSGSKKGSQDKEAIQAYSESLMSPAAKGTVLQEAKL
PfHsp90 set2 = inhibits growth of yeast expressing Plasmodium falciparum Hsp90; S. cerevisiae expressing PfHsp90, BacTiter-Glo ATP, 48 h; yeast lacking PDR1 and PDR3 efflux regulators; inhibition, % at 9.4 µM; actives 0.32% (n = 310,000); AID 504621;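 active = every replicate shows inhibition above about 80%, whatever the replicate mean, limit read from the data; inconclusive = mean inhibition reaches the set limit but some replicate falls short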;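 also: 0% = DMSO neutral controls and 100% = 20 µM radicicol positive controls; yeast relying on Plasmodium falciparum Hsp90 in place of its own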
CAL PDZ FP-1 = CAL PDZ (human) peptide binding inhibition. Q9HD26. purified CAL PDZ, TMR-peptide fluorescence polarization, 1 h. inhibition, % at 24.9 µM. actives 0.92% (n = 300,000). AID 602252;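 active = mean inhibition of at least 30% with at least half of replicates also reaching 30%; inconclusive = no clear call, values can overlap the other calls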;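 also: 0% = DMSO neutral control and 100% = excess unlabeled competitor peptide PRC23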
CAL PDZ FP-2 = blocks peptide binding to human CAL PDZ domain. inhibition, % at 20 µM. actives 0.02% (n = 330,000). purified CAL PDZ, TMR-peptide fluorescence polarization, 1 h. Q9HD26. AID 504414;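 active = highest replicate inhibition of at least 40%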;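 also: plate controls were DMSO neutral control wells for no effect and unlabeled competitor peptide control wells for full effect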
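material = purified tagged CAL PDZ domain construct (CerCALP) | compound dosing = 20 µM, one dose | times = 1 h at RT | measured by = fluorescence polarization from S- and P-plane intensities, G-factor corrected | read-out = inhibition from polarization loss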
NSD2 inh = blocks human histone methyltransferase NSD2. O96028. inhibition, % at 12.5 µM. actives 0.54% (n = 310,000). NSD2 peptide methylation, AlphaScreen, 120 min; in the data active = inhibition above about 50%
MITF act = MITF TRPM1 promoter activation in melanoma cells; SK-MEL-5 TRPM1-promoter luciferase, 24 h; % of positive control, neutral wells = 0; activation, % at 12.5 µM; actives 0.75% (n = 300,000); AID 588334;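 active = mean activation of at least 80% with every replicate also reaching 80%; inconclusive = mean reaches 80% but some replicate falls short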;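 also: 0% = neutral control wells and 100% = parthenolide positive control wells; values of inactives mirror those of a sister screen read the other way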
dFosB activator = activators of mouse delta FosB homodimer; P13346; purified delta FosB, TAMRA-CDK5 oligo fluorescence polarization; percent of positive-control signal above neutral wells; activation, % at 25 µM; actives 0.99% (n = 340,000);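 active = mean activation above about 17%, with every replicate also reaching it, limit read from the data, passing the limit was not always enough; inconclusive = only one of the two conditions met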;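 also: fluorescence polarization rise as delta FosB binds a TAMRA Cdk5 AP-1 oligo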
Target sequence (P13346 whole entry, looked up): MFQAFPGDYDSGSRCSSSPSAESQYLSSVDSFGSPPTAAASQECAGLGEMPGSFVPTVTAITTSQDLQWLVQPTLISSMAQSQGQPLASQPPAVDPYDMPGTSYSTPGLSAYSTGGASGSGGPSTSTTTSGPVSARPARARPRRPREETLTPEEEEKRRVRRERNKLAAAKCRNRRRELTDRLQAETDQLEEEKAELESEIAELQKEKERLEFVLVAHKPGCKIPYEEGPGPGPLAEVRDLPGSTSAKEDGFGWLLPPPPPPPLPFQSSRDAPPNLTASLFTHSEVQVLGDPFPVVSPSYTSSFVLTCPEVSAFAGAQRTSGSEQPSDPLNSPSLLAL
PvdQ acylase = blocks Pseudomonas aeruginosa PvdQ acylase activity; purified PvdQ acylase, fluorescence plate reader; inhibition, % at 10 µM; actives 0.063% (n = 340,000); in the data active = inhibition above about 30%, passing the limit was not always enough; inconclusive = no clear call, values can overlap the other calls;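 also: 0% = vehicle neutral wells and 100% = reference inhibitor wells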
SR-BI DiI-HDL act = enhances SR-BI lipid uptake from DiI-HDL; CHO ldlA[mSR-BI] cells, DiI-HDL uptake fluorescence, 3 h; 100 = double the neutral-control signal; activation, % at 12.5 µM; actives 0.096% (n = 320,000); AID 504775;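 active = mean replicate activation of at least 60% and every replicate at or above 60%; inconclusive = mean or all-replicate condition met, but not both; inactive = mean below 60% and not all replicates reaching 60%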;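 also: 0% = median plate neutral-control signal and 100% = twice that signal; values of inactives mirror those of a sister screen read the other way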
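Material: SR-BI-overexpressing, LDLR-lacking CHO cells | Dosing: Single compound concentration, delivered by pin transfer | Probe or stimulus: Labelled HDL, 10 µg/mL | Signal: Bottom-read cell fluorescence after medium removal, ex 550/em 595 nm | Schedule: 3 h, 37 °C | Evaluation: HDL uptake via cellular fluorescence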
Starred values were filed as active, the others as inactive; ? = inconclusive; · = no result given. Outcome played no part in choosing rows; about 4.3% have a hit in one of these screens.

SMILES | Rtt109 Vps75 | SR-BI DiI inh | PfHsp90 set2 | CAL PDZ FP-1 | CAL PDZ FP-2 | NSD2 inh | MITF act | dFosB activator | PvdQ acylase | SR-BI DiI-HDL act
CCCCn1c(N)c(N(CCC(C)C)C(=O)c2oc3ccc(OCC)cc3c2C)c(=O)[nH]c1=O | -2 | 44 | -36 | 5 | -1.1 | 1 | -6 | -4 | -7 | -44
Cn1c(/C=C/c2cccc([N+](=O)[O-])c2)c([N+](=O)[O-])c(=O)n(C)c1=O | 4 | 9 | -6 | -4 | -9.6 | 22 | -49 | 2 | -2 | -9
C=CCc1ccccc1OCC(=O)N/N=C/c1ccc(OC(C)=O)cc1OC(C)=O | 10 | 0 | 2 | 2 | -1.3 | -1 | -14 | -4 | 1 | 0
CCC/C(=N\NC(=O)C1CCCC1)c1ccccc1 | 3 | -14 | 24 | -5 | -1.8 | 3 | -10 | -4 | -8 | 14
CCC1CN(C(=O)N2CCC(C(=O)NCCc3ccccc3OC)CC2)c2ccccc2O1 (configuration not stated) | -2 | ? | 10 | 2 | -1.8 | -1 | -9 | -4 | -6 | -70
O=C(O)COc1ccc2oc3c(c2c1)CCCC3 | 11 | -12 | 4 | 0 | -1.1 | 0 | · | -1 | 11 | 12
Cc1ccc(NC(=O)CCCCCN2C(=O)c3ccccc3C2=O)nc1 | -1 | -11 | 0 | -2 | -4.0 | -2 | 8 | -7 | -4 | 11
C[C@H](CO)N1C[C@H](C)[C@@H](CN(C)S(=O)(=O)c2cn(C)cn2)Oc2ccc(NC(=O)NC3CCCCC3)cc2C1=O | 1 | 8 | 30 | -8 | -0.8 | · | 3 | -8 | -14 | -8
CC(C)CCOC(=O)/C(=C/c1ccco1)NC(=O)/C=C/c1ccccc1 | 11 | -4 | · | -2 | 16 | -2 | · | -7 | -8 | 4
CC(C)=CCC/C(C)=C/CC/C(C)=C/COc1ccc2ccc(=O)oc2c1 | -54 | 11 | 7 | -1 | -0.2 | · | 1 | -1 | -4 | -11
COc1ccc(Cc2nnc(NC(=O)C3CC(=O)N(c4ccc(OC)cc4)C3)s2)cc1 (configuration not stated) | 0 | · | 9 | -6 | -0.7 | 73* | 4 | -2 | -19 | ·
Cn1c(NC(=O)CCC2CCCCC2)cc(=O)n(C)c1=O | 7 | -9 | 10 | · | -1.9 | · | ? | -8 | -10 | 9
COc1ccc2c(c1)c(=Cc1ccc(N(C)C)cc1)c1cc(-c3ccccc3)[n+](C)n12 | 15 | -63 | 114* | -17 | 32 | 8 | -95 | 126* | 6 | ?
O=C(C(=O)N1CCCC1)c1c(-c2ccccc2)[nH]c2ccccc12 | 1 | -18 | 7 | 1 | -0.8 | -1 | · | 2 | -7 | 18
COC(=O)CCC(=O)NNC(=O)c1ccc(Br)cc1 | 6 | 11 | 18 | 0 | -0.8 | 0 | 1 | 2 | 2 | -11
CNC(=O)C1=C(C)NC(=S)NC1c1cccs1 (configuration not stated) | 0 | -8 | -4 | -5 | -0.5 | 3 | 5 | 0 | -11 | 8
Cc1cccc(NC(=S)NCc2ccc(F)cc2)c1 | 1 | -9 | 10 | -3 | -0.9 | 2 | -8 | 8 | 4 | 9
O=c1[nH]c(NC2CCN(S(=O)(=O)c3ccccc3C(F)(F)F)CC2)nc2c1CCCC2 | 6 | -12 | 34 | -2 | -2.1 | · | -71 | -5 | 4 | 12
CCOC(=O)NC(=O)/C(C#N)=N\Nc1ccc(Cl)cc1 | 5 | -17 | 50 | -1 | -0.7 | 3 | -14 | 1 | -14 | 17
Cc1cccc(NC(=O)CSc2ncnc3sc(C)c(C)c23)n1 | -5 | -8 | 2 | -6 | -2.8 | 1 | 1 | -16 | -7 | 8
O=C(COc1ccc(F)cc1)c1ccc2c(c1)CCCC2 | -2 | 12 | 2 | -2 | -1.4 | -11 | ? | -6 | -7 | -12
CCn1c(C)nc2cc(C(=O)NNC(=O)[C@@H](NC(=O)c3cc(OC)cc(OC)c3)C(C)C)ccc21 | -8 | 2 | -7 | -3 | -0.9 | 0 | -8 | -7 | -9 | -2
CCOC(=O)COc1nc(C)cc(C(F)(F)F)c1C#N | 2 | -17 | 1 | -1 | -0.5 | 3 | · | 1 | 7 | 17
CCOc1cccc(OCCOCCOc2ccccc2C(C)=O)c1 | -6 | -24 | -19 | -7 | -2.4 | -1 | -3 | 4 | -8 | 24
CC(C)(C)c1ccc(C(=O)NCc2ccccc2)cc1 | -1 | -2 | 4 | -1 | -4.1 | 2 | 88* | 2 | -1 | 2
COc1ccc(S(=O)(=O)NCC(=O)NCc2cc(=O)n(C)c(=O)n2C)cc1 | 0 | -10 | 12 | · | -0.9 | 22 | 5 | 5 | 4 | 10
COc1cc(C2NC(=O)NC(C)=C2C(=O)OC2CCCCC2)cc(Cl)c1O (configuration not stated) | 0 | 24 | 15 | -2 | -0.1 | 3 | 4 | -13 | -17 | -24
COc1ccc(C(=O)Nc2nncs2)c(OC)c1 | 2 | 3 | -56 | · | -0.3 | · | 58 | -11 | -7 | -3
Cc1ccc(NC(=O)Cc2ccsc2)cc1S(=O)(=O)N1CCOCC1 | -2 | -5 | 35 | -2 | -0.1 | 0 | 7 | 6 | 6 | 5
Cc1cc(C(=O)COC(=O)CC(NC(N)=O)c2ccc(Cl)cc2)c(C)n1C (configuration not stated) | 7 | -108 | 34 | -5 | -0.2 | 6 | · | -11 | -15 | ?
COCCn1c(SCC(=O)Nc2cccc(OC)c2)nc2c(oc3ccccc32)c1=O | 3 | 25 | -10 | -3 | -3.4 | -2 | -1 | 13 | -20 | -25
COc1ccc(C(=O)N2CCN(C)C(=O)[C@@H]2C)cc1OC1CCN(C(C)C)CC1 | -11 | 1 | -10 | -4 | 0.0 | 4 | -3 | -3 | -17 | -1
O=C(Nn1cnnc1)c1ccc(Cl)c([N+](=O)[O-])c1 | -3 | -25 | -25 | -1 | 1.5 | -3 | · | 3 | -4 | 25
COc1cccc(/C=N/NC(=O)C(C)Cn2cnc3ccccc32)c1 (configuration not stated) | -4 | 6 | -4 | 0 | -0.5 | -1 | · | -13 | -14 | -6
O=[N+]([O-])c1ccc(S(=O)(=O)NNC(=S)NCCc2ccccc2)cc1 | -12 | -21 | -15 | · | 0.3 | -3 | -4 | -2 | -5 | 21
O=[N+]([O-])c1cc(S(=O)(=O)N2CCCCC2)ccc1NCCCN1CCOCC1 | 1 | -27 | -4 | -2 | -1.7 | -1 | -16 | 1 | 1 | 27
CCOc1ccc(C(=O)CCC(=O)N2CCN(c3ncccn3)CC2)cc1 | -4 | 13 | -4 | 1 | -1.0 | 1 | 11 | -1 | 0 | -13
COC(=O)C1(O)CC(CC(C)C)=NN1C(=O)c1ccccc1 (configuration not stated) | -13 | 3 | -13 | -3 | -0.9 | 0 | -7 | 0 | -5 | -3
N/C(=N\OC(=O)COc1ccccc1Cl)c1ccccn1 | -3 | 2 | -26 | -2 | -1.7 | -1 | 20 | -3 | -1 | -2
Cc1cc(Nc2ccc3c(c2)OCCO3)c2cccc(C)c2n1 | 10 | -21 | 12 | -2 | -2.9 | 0 | 2 | 31* | -11 | 21
Cc1ccccc1CN1CCN(CCCc2ccccc2)C(CCO)C1 (configuration not stated) | 8 | -9 | -3 | 0 | · | 0 | -1 | 2 | -6 | 9
Cc1cccc(OCC(=O)NC(=S)Nc2ccc(S(=O)(=O)NC3CCCCC3)cc2)c1 | 2 | 37 | -34 | -3 | 0.4 | -1 | -10 | -2 | -6 | -37
COCCNC(=O)/C(C#N)=C/c1cc(C(C)C)c(OC)cc1C | 10 | 16 | -6 | -1 | -2.8 | 2 | 2 | -6 | 5 | -16
CCOc1ccc(N2C(=O)CC(N3CCN(c4ccccc4OC)CC3)C2=O)cc1 (configuration not stated) | 0 | -25 | 4 | -1 | -0.8 | -1 | · | -9 | -17 | 25
COc1ccc(C2=Nn3c(nnc3C(F)(F)F)SC2)cc1 | -2 | 30 | -21 | -4 | -0.3 | -3 | 4 | -10 | -3 | -30
Cc1ccc(C(=O)N/C(=C\c2sccc2C)C(=O)NCc2ccncc2)cc1 | 21 | -22 | -1 | -2 | 0.0 | -1 | 0 | -5 | 5 | 22
O=C(O)c1cccc(NC(=O)c2ccccc2NC(=O)c2ccco2)c1 | 2 | 5 | -10 | -1 | 0.8 | · | 17 | -2 | -8 | -5
O=C(Cc1cccs1)OCC(=O)c1ccco1 | -14 | 2 | -28 | -1 | -1.2 | 16 | 0 | -8 | -7 | -2
CC1(C)CC(C)(O)N(Cc2ccccc2)C(=S)N1 (configuration not stated) | 0 | -24 | 18 | -2 | -0.1 | -1 | -2 | -7 | -18 | 24
OC(COc1ccc(Cl)cc1)CN1C2=NCCCN2c2ccccc21 (configuration not stated) | 7 | 23 | -16 | -4 | -0.4 | · | 26 | -10 | -1 | -23
COC(=O)C1=C(C)N(Cc2ccccc2)C(=NCCCCO)N[C@H]1c1cccc(C(F)(F)F)c1 | -1 | -4 | -23 | 5 | -0.4 | · | -1 | 0 | -8 | 4
CCOC(=O)Cc1cnc(NC(=O)CSc2nc(N)cc(=O)[nH]2)s1 | 3 | 3 | -22 | -1 | -1.1 | -1 | 7 | -5 | 2 | -3
CCN(CC)CC(=O)N(CC(=O)Nc1c(C)cc(C)cc1C)C1CCCCC1 | · | -5 | 11 | -1 | -4.4 | -1 | · | -5 | 8 | 5
CCN(CC(=O)Nc1c(F)cccc1F)C(=O)CNC(=O)c1sc2ccccc2c1Cl | -8 | 34 | 7 | -4 | -0.8 | 1 | 13 | 6 | -13 | -34
O=C(CCC(=O)c1ccc(Br)cc1)Nc1cccnc1 | -8 | 6 | 22 | -3 | -0.7 | 44 | -9 | 6 | -7 | -6
CC(C)c1cc(C(=O)N/N=C/c2cccnc2)cs1 | 24 | -8 | -11 | -5 | -2.9 | -1 | 27 | -11 | 8 | 8

Full records, quoted from the list. Order of screens: Rtt109 Vps75	SR-BI DiI inh	PfHsp90 set2	CAL PDZ FP-1	CAL PDZ FP-2	NSD2 inh	MITF act	dFosB activator	PvdQ acylase	SR-BI DiI-HDL act
CC1(C)CC(C)(O)N(Cc2ccccc2)C(=S)N1 (configuration not stated) across the screens: 0	-24	18	-2	-0.1	-1	-2	-7	-18	24
O=C(O)c1cccc(NC(=O)c2ccccc2NC(=O)c2ccco2)c1 across the screens: 2	5	-10	-1	0.8	·	17	-2	-8	-5
